From PubChem BioAssay
Jurkat autofluor – compound fluoresces in Jurkat cells, VLA-4 screen interference. AID 576. compound autofluorescence, flow cytometry; hits give high values; 1 = vehicle-only cell background. fluorescence ratio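 (tested at 10 µM compound in the well)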. actives 0.61% (n = 24,000);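 active means fluorescence ratio above 2.44, which is 1 plus 3 SD of all ratios; inconclusive means signal too bright to measure linearly, ratio around 10 or more; inactive means fluorescence ratio below 2.44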;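 further: green fluorescence of cells measured with 488 nm excitation and 530 nm emission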
VLA-4 antagonist – inhibitors of LDV-FITC ligand binding to Mn2+-activated human VLA-4 integrin | P13612 | Jurkat cells, LDV-FITC binding with Mn2+, flow cytometry; 100% = Mn2+-driven binding gain fully reversed | inhibition, % at 10 µM (by protocol) | actives 0.2% (n = 24,000) | AID 529;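 active means inhibition above 50%; inconclusive means compound itself fluorescent, judged against control cell fluorescence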;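 further: 0% = Mn2+ stimulated cells lacking compound and 100% = ligand binding without Mn2+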
Target sequence (P13612 whole entry, looked up): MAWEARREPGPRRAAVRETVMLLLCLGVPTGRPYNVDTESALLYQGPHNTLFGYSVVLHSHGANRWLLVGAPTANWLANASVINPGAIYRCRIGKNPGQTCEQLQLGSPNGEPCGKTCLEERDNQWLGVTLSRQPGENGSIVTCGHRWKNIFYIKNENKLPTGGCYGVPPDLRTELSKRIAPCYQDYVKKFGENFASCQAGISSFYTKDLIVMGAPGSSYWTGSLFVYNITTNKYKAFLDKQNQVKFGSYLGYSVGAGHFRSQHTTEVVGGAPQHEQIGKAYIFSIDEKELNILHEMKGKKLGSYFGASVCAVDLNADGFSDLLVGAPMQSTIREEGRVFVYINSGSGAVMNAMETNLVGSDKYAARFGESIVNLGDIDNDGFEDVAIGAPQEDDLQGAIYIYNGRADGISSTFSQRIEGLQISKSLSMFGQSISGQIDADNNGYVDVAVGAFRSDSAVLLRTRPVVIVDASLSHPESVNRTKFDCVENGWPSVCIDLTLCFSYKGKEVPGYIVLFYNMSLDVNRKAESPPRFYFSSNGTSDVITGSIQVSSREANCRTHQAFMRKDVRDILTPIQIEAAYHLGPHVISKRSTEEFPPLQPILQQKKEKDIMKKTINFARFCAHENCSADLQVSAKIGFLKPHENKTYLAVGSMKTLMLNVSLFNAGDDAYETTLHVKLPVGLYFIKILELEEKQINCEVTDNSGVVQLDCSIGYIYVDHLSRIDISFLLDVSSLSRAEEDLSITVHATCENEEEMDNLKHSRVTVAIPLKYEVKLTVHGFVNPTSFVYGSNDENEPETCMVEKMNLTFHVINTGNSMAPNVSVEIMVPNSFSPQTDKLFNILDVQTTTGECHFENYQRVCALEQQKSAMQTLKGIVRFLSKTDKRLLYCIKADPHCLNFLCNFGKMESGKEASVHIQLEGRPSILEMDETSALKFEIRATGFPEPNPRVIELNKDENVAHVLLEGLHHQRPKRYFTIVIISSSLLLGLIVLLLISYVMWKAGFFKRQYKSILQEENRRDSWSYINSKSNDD
VLA-4 allo ag – allosterically activates the human VLA-4 integrin. P13612. Jurkat cells, LDV-FITC binding, flow cytometry. activation, % at 10 µM (by protocol). 24,000 tested, under 10 active;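 active means fluorescent ligand binding to cells raised by more than 40% of the manganese-induced maximum; inconclusive means compound's own fluorescence above 85% of the ligand control signal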;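 further: 0% = ligand binding without compound and 100% = manganese-stimulated maximal binding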
Prostate diff – promotes differentiation of LNCaP prostate cells. side scatter shift, % at 10 µM. AID 795. flow cytometry side scatter, 4 d. actives 0.56% (n = 24,000);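 active means side scatter shift above 30%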;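 further: androgen-responsive LNCaP prostate cancer cells in charcoal-stripped serum medium; percent of cells past a gate set so DMSO wells show 10% shift; higher shift means more granular cells and more differentiation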
* hit, by the source's call; ? = inconclusive; . = no result given. Only part of the results is shown; count on the stated rates, not on these rows.

SMILES	Jurkat autofluor	VLA-4 antagonist	VLA-4 allo ag	Prostate diff
CC(C)NC(=O)c1cc(-c2ccc(Br)cc2)on1	1	-1	4	5
COCCCNC(=O)Cn1ncc2c(=O)oc3ccccc3c21	1.1	-16	2	14
COc1cc(CN2CCN(C(=O)CC(C)C)CC2)cc(OC)c1O	1	0	-2	9
CCOC(=O)CSc1nnnn1-c1cc(OC)c(Cl)cc1OC	1.1	-35	1	12
O=C(CSc1nnc(Cn2c(=O)sc3ccccc32)n1-c1ccccc1)N1CCOCC1	1.1	0	-5	4
Cc1noc(C)c1C(=O)OCC(=O)Nc1ccccc1C(=O)NC(C)c1ccccc1 (centres undefined)	0.99	-8	-2	3
Cn1c(=O)c2c(nc(NCCc3ccccc3)n2CC(=O)NCCc2ccccc2)n(C)c1=O	0.94	-5	-1	4
CC1CCCN(CCCNC(=O)c2coc3nc4ccccc4nc23)C1 (centres undefined)	4.7*	?	?	7
COc1ccc(N=C2SCC(=O)N2c2ccc(OC)cc2)cc1	1	-6	0	18
CCn1c(=O)cc(SCC(=O)NCc2cccnc2)c2ccccc21	0.91	9	7	26
COc1cccc(-n2c(Cc3cc(=O)[nH]c(=O)[nH]3)nnc2SCc2cccnc2)c1	0.97	-4	10	4
CCOC(=O)C(NC(=O)c1ccc(OC)cc1)(N1CCOCC1)C(F)(F)F (centres undefined)	1.1	-10	4	9
N#CCCN1CCN(S(=O)(=O)c2ccc(S(=O)(=O)N3CCCC3)cc2)CC1	1	-12	2	7
CCN(CCCNC(=O)c1c(C)cc(=O)oc1C)c1cccc(C)c1	1.1	3	1	8
CNCCCC1c2ccccc2C=Cc2ccccc21	1	-5	6	8
COc1ccccc1-n1c(=O)c2c3c(sc2n2c(SC(C)C)nnc12)CCC3	1.1	-6	-3	8
CCOC(=O)N1CCN(C(=O)c2ccc3c(=O)n4c(nc3c2)CCCCC4)CC1	1.1	12	-3	3
CC1CCN(S(=O)(=O)c2ccc3c(c2)oc(=O)n3CC(=O)NCc2ccc3c(c2)OCO3)CC1	1.1	3	0	20
CCOC(=O)N1CCN(C(=O)CSCC(=O)Nc2nc(-c3ccc4c(c3)OCO4)cs2)CC1	1.1	2	-1	6
Cc1c(NC2=NC3(CCCCC3)Cc3ccccc32)c(=O)n(-c2ccccc2)n1C	1.1	-12	2	14
Cc1ccc(C(=O)CSc2nnc(-c3cccs3)n2C)o1	1	-14	0	6
Cc1cc(-c2ccccc2)n2ncc(C#N)c2n1	1.1	-9	-1	13
Nc1nnc(-c2ccccc2)c(-c2ccccc2)n1	1	-10	-7	11
Cc1ccc(-n2cc(C(C)(C)C)[nH]c2=S)cc1	1.1	-41	0	9
CCOC(=O)Cn1c(N2CCOCC2)nc2c1c(=O)[nH]c(=O)n2C	1	2	-4	5
O=C1c2ccccc2-c2ccc(C(=O)N3CCOCC3)cc21	0.91	-14	-1	1
Cc1ccc(S(=O)(=O)N2CCOCC2)cc1C(=O)Nc1ccc(-c2cn3ccsc3n2)cc1	1.1	-4	2	17
Cc1cc(S(=O)(=O)N2CCN(c3ccccc3C)CC2)ccc1F	0.92	-22	-2	15
COc1ccc(-n2nc3c(c2NC(=O)c2c(-c4ccccc4Cl)noc2C)CS(=O)(=O)C3)cc1	0.98	13	-9	3
Cc1nc2ncnn2c(C)c1CCC(=O)Nc1csc(N)n1	1.1	-16	1	8
CCOC(=O)c1c(C)c(C(=O)NC(C)COC)c(C)n1C (centres undefined)	1.1	3	8	19
COc1ccc(-c2c(=O)n(OCc3ccccn3)c3ccccc3[n+]2[O-])cc1OC	2.5*	?	?	11
O=S(=O)(c1ccc(-c2csc(-c3cccnc3)n2)cc1)N1CCCCC1	1.1	10	-12	8
Cc1ccc2oc(=O)c3cnn(CC(=O)NCCN4CCOCC4)c3c2c1	0.97	-4	-4	9
O=C(CC1NC(=O)NC1=O)NC1(C(=O)NC2CCCCC2)CCCCC1 (centres undefined)	0.99	-6	5	6
Cc1ccccc1-n1nc2c(c1NC(=O)c1ccc(S(=O)(=O)N(C)C)cc1)CSC2	1	-5	-9	2
Clc1ccc(OCCCn2cncn2)cc1Cl	1.1	2	2	7
Cc1noc(/C=C/c2ccco2)c1S(=O)(=O)N1CCC(C(=O)N(C)Cc2ccccc2)CC1	1.1	24	-2	19
CCOC(=O)C1=C(C)N=C2SC(CC)C(=O)N2C1c1ccc(OC(C)=O)c(OCC)c1 (centres undefined)	1	3	-1	4
CCOC(=O)N1CCN(C(=O)CSCC(=O)Nc2nc(-c3ccc(Cl)s3)cs2)CC1	1.3	?	?	7
COc1ccc(-c2nc3n(n2)C(c2cccnc2)C(C(N)=O)=C(C)N3)cc1 (centres undefined)	1.1	0	-9	7
CC(=O)Nc1ccc(S(=O)(=O)NC(CC(=O)NCCC2=CCCCC2)C(C)C)cc1 (centres undefined)	1.1	12	4	5
CCC(=O)N(Cc1cc2c(C)ccc(C)c2[nH]c1=O)C1CCCCC1	1.1	-10	2	14
C/C(=N\O)C(C)/[N+]([O-])=C/c1nc(C)c(C)n1O (centres undefined)	1.1	0	-3	15
Cc1ccc(C)c(-n2c(Cc3cc(=O)[nH]c(=O)[nH]3)nnc2SC(C)C)c1	1.1	-1	7	6
CCOc1ccc(CCNC(=O)C2CCCN(c3nnc(-n4cccc4)s3)C2)cc1OCC (centres undefined)	1.2	20	-27	1
Cc1ccccc1-c1nc(CN2CCC(C(=O)NCC3CCCO3)CC2)c(C)o1 (centres undefined)	0.94	10	4	17
Fc1ccc2[nH]c3c(N4CCN(C5CCCCC5)CC4)ncnc3c2c1	0.98	22	1	.
CN(Cc1ccccc1)c1nnc(N)s1	1	-8	4	7
Cn1c(=O)oc2cc(S(=O)(=O)NC3CCCc4ccccc43)ccc21 (centres undefined)	1.1	-21	2	10
CCC(=O)N1CCCc2cc(S(=O)(=O)N3CCC(N4CCCCC4)CC3)ccc21	1	9	-14	9
CCN1CCN(c2nc(-c3cccnc3)nc3ccccc23)CC1	1.1	4	1	10
COc1ccccc1C1C(C(C)=O)=C(O)C(=O)N1CCc1ccccc1 (centres undefined)	1.1	10	-8	6
Cc1cccc(N2C(=O)CC(Sc3nc(C)c4c(n3)CCCC4)C2=O)c1 (centres undefined)	1	16	-7	10
O=C(c1cc(-c2ccc(O)cc2)on1)N1CCCc2ccccc21	1.2	15	-8	11
O=C(NCCc1ccccc1)C1CCN(S(=O)(=O)N2CCC3(CC2)OCCO3)CC1	1	-7	5	5
O=C(Cn1c(=O)oc2cc(S(=O)(=O)N3CCCCCC3)ccc21)NC1CCCCCCC1	1	13	-4	24
CC1CCCCN1S(=O)(=O)c1ccc2c(c1)CCN2C(=O)C1CCC1 (centres undefined)	1.1	-3	4	12
Cc1cc(NC(=O)CSc2nc3ccsc3c(=O)n2NC(=O)c2ccccc2)no1	1	-7	2	6
COc1nc(Nc2ccc3c(c2)OCO3)nc(OC)n1	1.1	-15	5	5

Further compounds follow:
SMILES	Jurkat autofluor	VLA-4 antagonist	VLA-4 allo ag	Prostate diff
CC(C)C(=O)Nc1ccc(-c2nc3cccnc3o2)cc1	1	5	-11	8
O=C(Nc1cccnc1)c1ccc2c(c1)C(=O)N(Cc1cccnc1)C2=O	1.1	-18	0	7
CCN(CC)C(=O)CSc1nnc([C@@H](N)Cc2ccccc2)o1	0.98	-16	0	9
CC(=O)c1ccccc1NS(=O)(=O)c1c(C)nn(-c2ccccc2)c1C	1	-17	-1	22
Cc1cccc(N(C)S(=O)(=O)c2ccc3c(c2)CCC(=O)N3)c1	1.1	-2	0	8
O=C(CCS(=O)(=O)Cc1ccccc1F)NCCCN1CCCCC1	0.99	5	-2	18
CCC(CC)c1nc(NCCC(=O)O)c2ccccc2n1	0.98	-11	8	2
COc1ccccc1N1CCN(c2cc(=O)n(-c3ccccc3Cl)c(=O)[nH]2)CC1	1	-14	9	6
CCC(=O)N1CCc2cc(S(=O)(=O)CCC(=O)O)ccc21	1	11	-1	10
CC1CCCCN1CCNC(=O)C1CCN(S(=O)(=O)N2CCCCC2)CC1 (centres undefined)	1.1	0	2	11
O=C(NCc1ccco1)Nc1ccc2nsnc2c1	1.1	-19	2	4
CCCS(=O)(=O)N1CCC(C(=O)N2CCCC2)CC1	1	-17	2	6
Cn1c(CN2CCCCC2)nc2cc(NC(=O)c3ccccc3)ccc21	1.1	-8	4	10
CN1CCc2c(c3ccccc3n2Cc2ccccc2)C1	0.99	24	-1	19
COC(=O)c1cc2sccc2n1Cc1ccc(C)cc1	1	-4	-3	23
CCOC(=O)CNC(=O)CSc1nc(N)cc(N)n1	1.1	-16	5	7
Cn1c(=O)c2c(nc(N3CCCCC3)n2CCNC2=NCCC2)n(C)c1=O	0.95	-1	6	11
O=C1c2ccccc2C(=O)C1c1nccc2ccccc12	1.5	?	32	3
O=C1c2ccccc2NC2CCCCCN12 (centres undefined)	1.1	-10	5	8
CCN(CC)CCN1C(=O)C(O)=C(C(=O)c2ccco2)C1c1ccccn1 (centres undefined)	1	-33	-2	13
O=C(NCc1cccs1)C1CC(=O)N(c2ccccc2)C1 (centres undefined)	1.1	-13	-1	3
COc1ccc(-c2nc(C#N)c(NCCN(C)C)o2)cc1	1	-7	2	16
O=C(NCCCN1CCN(c2ccccc2F)CC1)C1CCCN(S(=O)(=O)c2cnc[nH]2)C1 (centres undefined)	1.1	-6	0	9
Cc1coc2cc3oc(=O)c4c(c3cc12)CCC4	1.1	-2	-1	20
CCOC(=O)/C=C1\CC(=O)Nc2nonc2N1	1	2	-4	22
COc1ccc(Cc2nc(-c3ccc(NC(=O)c4cccnc4)cc3)no2)cc1	1.1	1	0	14
CCCCN(C)C(=O)Cn1cnc2sc(C)cc2c1=O	0.97	-13	1	10
Cc1ccc(-c2nc(C#N)c(N3CCCCC3)o2)cc1	0.97	19	0	5
CCOc1ccc(-n2c(SCC(=O)Nc3ccc4c(c3)OCCO4)nc3c(c2=O)SCC3)cc1	1	13	-3	2
O=C(CSc1nnc(-c2ccc(Cl)s2)o1)N1CCc2ccccc21	1.1	-9	-2	6
O=C(NCC(=O)N(CCc1ccccc1)C(C(=O)NC1CCCC1)c1cccnc1)c1ccco1 (centres undefined)	1	-16	4	5
O=C(NCCN1C(=O)C2C3C=CC(C3)C2C1=O)Nc1ccccc1 (centres undefined)	0.82	?	?	9
COCc1cc(C)nc2sc(C(=O)Nc3nccs3)c(N)c12	1.1	?	?	11
COc1ccccc1N1CCN(C(=O)c2sc3nc(-c4ccccc4)cn3c2C)CC1	3.2*	?	?	9
CC(C)C1N=C2c3ccccc3N=C(SCC#N)N2C1=O (centres undefined)	1.1	?	?	6
O=C1c2ccccc2NC(c2ccc(Cl)cc2Cl)N1O (centres undefined)	0.91	35	9	20
Cc1ccc(-n2c(-c3ccncc3)nnc2-c2cccs2)cc1	1.1	-5	-5	8
Cc1cc(C)c2nc(C(F)(F)F)nc(NCCCN3CCCC3=O)c2c1	0.99	-14	-4	15
CCC(=O)N1c2ccccc2-c2nnc(SC)nc2OC1c1ccc(OC)c(OC)c1 (centres undefined)	0.96	14	-7	10
CN(Cc1cccs1)CC(O)COCc1ccco1 (centres undefined)	1	-4	4	8
CCCNS(=O)(=O)c1ccc(OCC(=O)NCc2ccc3c(c2)OCO3)cc1	0.99	-2	0	3
COc1ccc(-n2c(=O)[nH]cc(C(=O)N3CCCc4ccccc43)c2=O)cc1	1.1	-4	0	15
Cc1cccc(Cn2cnc3c(nnn3Cc3ccc(Cl)cc3)c2=O)c1	1.1	16	2	11
CN(C)c1ccc(/C=C/c2ccncc2)cc1	1.8	6	-1	10
Cc1onc(-c2ccccc2)c1C(=O)N1CCN(C(=O)c2ccco2)CC1	1	-10	-3	13
O=C(Cn1cnc2c(nnn2-c2ccc(F)cc2)c1=O)NCC1CCCO1 (centres undefined)	1.1	20	2	4
Cc1ccc(OCCC(=O)OCC(=O)C(C)(C)C)cc1	1.1	-15	2	10
O=C(C1CCC(N2C(=O)C3CC=CCC3C2=O)CC1)N1CCCCC1 (centres undefined)	1.1	-13	2	7

7 entries from above in another layout:
Order of values: Jurkat autofluor, VLA-4 antagonist, VLA-4 allo ag, Prostate diff
- CCCNS(=O)(=O)c1ccc(OCC(=O)NCc2ccc3c(c2)OCO3)cc1
    0.99, -2, 0, 3
- COc1ccc(-n2c(=O)[nH]cc(C(=O)N3CCCc4ccccc43)c2=O)cc1
    1.1, -4, 0, 15
- Cc1cccc(Cn2cnc3c(nnn3Cc3ccc(Cl)cc3)c2=O)c1
    1.1, 16, 2, 11
- CN(C)c1ccc(/C=C/c2ccncc2)cc1
    1.8, 6, -1, 10
- Cc1onc(-c2ccccc2)c1C(=O)N1CCN(C(=O)c2ccco2)CC1
    1, -10, -3, 13
- O=C(Cn1cnc2c(nnn2-c2ccc(F)cc2)c1=O)NCC1CCCO1 (centres undefined)
    1.1, 20, 2, 4
- Cc1ccc(OCCC(=O)OCC(=O)C(C)(C)C)cc1
    1.1, -15, 2, 10

Fetched by compound from the entries so far, 2 records:
SMILES	Jurkat autofluor	VLA-4 antagonist	VLA-4 allo ag	Prostate diff
Cc1cccc(Cn2cnc3c(nnn3Cc3ccc(Cl)cc3)c2=O)c1	1.1	16	2	11
CN(Cc1cccs1)CC(O)COCc1ccco1 (centres undefined)	1	-4	4	8
